Kir21 inh: blocks the mouse Kir2.1 inward-rectifier potassium channel; AID 1672; 310,000 tested, 0.85% active; P35561; HEK293-Kir2.1, FluxOR thallium flux fluorescence; hits give low values; B-score at 10 µM;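 active means fluorescence ratio B-score at or below minus 3 SD of library scores, with starting-brightness B-score within 2 SD, cut at about -4.2 in these data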;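 further: channel flux triggered by added potassium and thallium sulfate stimulus; B-score of peak minus minimum fluorescence over baseline after thallium stimulus; more negative B-score means stronger Kir2.1 block with less thallium influx; some compounds called inactive have numbers as strong as hits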
Target sequence (P35561 whole entry, looked up): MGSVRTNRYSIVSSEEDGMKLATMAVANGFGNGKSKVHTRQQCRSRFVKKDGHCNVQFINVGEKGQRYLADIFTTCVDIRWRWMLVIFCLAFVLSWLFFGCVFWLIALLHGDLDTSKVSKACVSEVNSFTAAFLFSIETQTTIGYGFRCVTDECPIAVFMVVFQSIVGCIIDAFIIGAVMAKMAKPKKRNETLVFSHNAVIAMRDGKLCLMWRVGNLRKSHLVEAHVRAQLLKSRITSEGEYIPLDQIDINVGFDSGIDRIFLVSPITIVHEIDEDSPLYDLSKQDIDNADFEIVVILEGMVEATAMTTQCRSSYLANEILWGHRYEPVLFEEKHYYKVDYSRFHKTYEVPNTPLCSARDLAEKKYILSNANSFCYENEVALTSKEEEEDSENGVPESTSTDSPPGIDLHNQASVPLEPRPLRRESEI
KCNQ2 inh: KCNQ2 potassium channel inhibitors, primary screen, cell-based, CHO-K1, FluxOR thallium flux, B-score (AID 2156); O88943; 20 min; hits give low values; B-score at 10 µM; 310,000 tested, 1.1% active;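 active means fluorescence ratio B-score at most minus 3 library SDs, with starting brightness B-score within 2 library SDs, cut at about -5.5 in these data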
STK33 inh: blocks human STK33 kinase activity; purified STK33, MBP phosphorylation, ADP-Glo luminescence; inhibition, % at 10 µM; 320,000 tested, 0.073% active; AID 2661;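 active means inhibition at or above 25%, using the most active replicate where run in duplicate; inactive means inhibition below 25%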
Target sequence (Q9BYT3 whole entry, looked up): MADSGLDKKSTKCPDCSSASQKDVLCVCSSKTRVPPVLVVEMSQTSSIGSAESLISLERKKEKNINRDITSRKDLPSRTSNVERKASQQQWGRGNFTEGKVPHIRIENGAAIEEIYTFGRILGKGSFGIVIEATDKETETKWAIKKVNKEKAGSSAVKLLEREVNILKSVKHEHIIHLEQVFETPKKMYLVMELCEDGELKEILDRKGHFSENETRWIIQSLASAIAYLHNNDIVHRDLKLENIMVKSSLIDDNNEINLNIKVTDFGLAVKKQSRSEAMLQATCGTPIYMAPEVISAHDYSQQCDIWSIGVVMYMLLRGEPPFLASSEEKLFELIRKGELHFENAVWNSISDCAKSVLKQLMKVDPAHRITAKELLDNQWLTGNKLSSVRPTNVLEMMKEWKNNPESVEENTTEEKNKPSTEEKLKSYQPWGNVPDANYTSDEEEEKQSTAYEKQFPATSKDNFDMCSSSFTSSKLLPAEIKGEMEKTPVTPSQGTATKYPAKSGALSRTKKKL
Active calls of the source: *; i = inactive; x = not tested or not shown. Random draw from the library; 1.9% or so of the library scored in one or more.

SMILES	Kir21 inh	KCNQ2 inh	STK33 inh
COC(=O)C1=C(C(=O)OC)N2C=CC=CC2(C)C(C(=O)OC)=C1C(=O)OC (configuration not stated)	-0.25	i	-1.3
CCOC(=O)c1cc2c(=O)n3ccccc3nc2n(CC(C)C)c1=NC(=O)c1ccco1	-0.25	i	-0.2
CCOc1ccc(C(=O)OCC(=O)NCCNC(=O)COC(=O)c2ccc(OCC)cc2)cc1	1.4	i	-0.6
O=C(Nc1ccc2c(c1)OCO2)c1cc(-c2cccnc2)nc2ccccc12	-0.56	i	-2.0
COc1ccnc(CSC(N)=Nc2ccccc2C(F)(F)F)c1	0.77	i	-1.0
O=C(O)c1ccc(CN2C(=O)c3ccc(C(=O)O)cc3C2=O)cc1	1.4	i	-2.5
CC(C)CCn1nnnc1CN1CCN(c2ccc(F)cc2)CC1	-0.01	i	-0.8
Cc1nn(CC(=O)NC(=O)NC2CCCC(C)C2C)c(=O)c(C#N)c1C (configuration not stated)	0.01	i	0.0
CCc1ccc2nc(N(CCCN(C)C)C(=O)c3ccc(S(=O)(=O)N(C)C4CCCCC4)cc3)sc2c1	0.55	i	0.0
CCOC(=O)CNC(=O)N1CCCC(C(=O)c2cccc(Cl)c2)C1 (configuration not stated)	0.88	i	1.5
Cc1ccccc1C(=O)NNC(=O)/C=C/c1ccccc1	-0.04	i	-0.5
CC1CN(c2cnn(C(C)C)c(=O)c2Cl)CC(C)O1 (configuration not stated)	-0.21	i	-1.0
N#CC1=C(N)NC(SCC(=O)c2ccc(Br)cc2)=C(C#N)C12CCCCC2	-1.1	-6.6*	0.0
Cc1c(C(=O)N2CCN(c3ccc(F)cc3)CC2)sc2nc3n(c(=O)c12)CCC3	-2.1	i	-3.4
CCCN(Cc1cc2cc(OC)ccc2[nH]c1=O)C(=O)c1ccncc1	1.4	i	-0.7
Cc1ccc(-c2cc(C(=O)O)n(-c3ccc(S(N)(=O)=O)cc3)n2)cc1	-0.69	i	-0.6
CC(C)c1nnc(NC(=O)C2CCCN2C(=O)Nc2cccc(Cl)c2)s1 (configuration not stated)	-0.8	i	-0.3
O=C(Nc1cn(-c2ccccc2)nc1-c1ccccc1)c1ccccc1	0	i	0.2
CC1CCN(S(=O)(=O)c2ccc(NC(=O)CN3CCCC3)cc2)CC1	-1.5	i	-2.2
COc1ccc(/C=N/OC/C(O)=C(\C#N)c2nc3ccccc3[nH]2)cc1OC	-0.01	i	-0.6
C=CCOC(=O)C1=C[C@H](c2cn(C(C)=O)c3ccccc23)[C@@H](CCCO)[C@H](OCC)O1	-0.18	i	-1.1
CC(C)OC(=O)C1C(=O)CC(C)(O)C(C(=O)OC(C)C)C1c1cccnc1 (configuration not stated)	-0.59	i	-0.4
COc1ccc(Cl)cc1NC(=O)COC(=O)c1cc(NS(=O)(=O)c2cccs2)ccc1O	-0.03	i	0.2
CN1CCN(CCCNC(=S)Nc2ccc(F)c(Cl)c2)CC1	2.7	i	-0.7
CN(C)CCCN(C(=O)COc1ccccc1)c1nc2ccc(Cl)cc2s1	-2.1	i	-0.5

(continued)
SMILES	Kir21 inh	KCNQ2 inh	STK33 inh
O=S1(=O)N=C(N(CCO)/N=C/C=C/c2ccccc2)c2ccccc21	0.44	i	-1.2
Cc1cc(/C=C2/SC(=S)N(c3cccc(Cl)c3)C2=O)c(C)n1-c1cccnc1	2.7	i	-1.4
Cc1nc2c(-c3ccc(F)cc3)c(C)nn2c(N2CCOCC2)c1C	-0.71	i	-0.8
CCOc1ccccc1N(CC(=O)NCCc1ccc(OC)c(OC)c1)S(=O)(=O)c1ccccc1	-0.01	i	-0.3
CN(C)CCCNc1cn[nH]c(=O)c1Cl	1.4	i	1.7
O=C(N/N=C/c1ccco1)c1cc(-c2ccccc2)n[nH]1	-1.5	i	-2.4
COc1cccc(/C(O)=C2/C(=O)C(=O)N(CCCN3CCOCC3)C2c2ccncc2)c1 (configuration not stated)	-1.4	i	-0.4
CCOc1ccc(N(CC(=O)N2CCCC2)S(=O)(=O)c2c(C)noc2C)cc1	-0.48	i	0.5
CCc1ccc(-c2nn(-c3ccccc3)cc2CSC(=N)N)cc1	-11*	-12*	3.4
O=C(Nc1ccc(Cl)cc1)C1CCN(C(=O)c2ccco2)CC1	1.3	i	-2.7
Cc1nc(S(=O)(=O)Nc2ccccc2C(=O)NCC2CC2)cn1C	1.1	i	-1.0
Oc1ccc(/C=N/Nc2ccc(C(F)(F)F)cn2)cc1O	1.8	i	x
CSc1cccc(NCc2ccc([N+](=O)[O-])cc2)c1	-0.21	i	-0.4
Oc1cccc2ccc(/C=C/c3cccs3)nc12	0.18	i	-0.5
COc1cccc(N2CCN(C(=O)C3C4C=CC5(CN(Cc6ccccc6Cl)C(=O)C35)O4)CC2)c1 (configuration not stated)	2.4	i	0.1
CC(=O)c1cccc(NC(=O)C2C3CCC(C3)C2C(=O)O)c1 (configuration not stated)	-0.76	i	-0.1
COc1cccc(NC(=O)N(CCN(C)C)C(C)c2cccnc2)c1 (configuration not stated)	-0.3	i	-1.2
Cc1c(C(=O)N2CCN(c3ccccc3)CC2)sc2nc3n(c(=O)c12)CCC3	0.37	i	-0.2
O=C(N/N=C/c1ccccn1)c1ccco1	-0.92	i	0.0
CCCN1CCC(NC(=O)Nc2cccc3ccccc23)CC1	-0.43	i	1.0
Cc1ccc(NCc2ccc([N+](=O)[O-])s2)cc1	0.57	i	0.0
O=C(c1cccnc1NCc1ccccc1)N1CCOCC1	0.88	i	0.9
Cc1nc(N2CCCCC2)c2sc(=S)n(C)c2n1	-0.05	i	-1.7
Cc1nc(=O)c(-c2ccccc2)c(C)n1-c1ccc(Br)cc1	0.18	i	-1.0
O=C(C1CCCN(S(=O)(=O)c2cnc[nH]2)C1)N1CCN(c2ccc(Cl)cc2)CC1 (configuration not stated)	-0.52	i	0.2

Continuation:
SMILES	Kir21 inh	KCNQ2 inh	STK33 inh
O=C(N/C(=C\c1ccc([N+](=O)[O-])cc1)C(=O)N1CCCCC1)c1ccccc1	-0.54	i	14
CCOC(=O)C1(Cc2ccccc2C)CCCN(S(C)(=O)=O)C1 (configuration not stated)	-1.3	i	6.8
COc1cccc(-c2cc(=O)c3cc(NC(=O)c4ccc(Cl)cc4)ccc3[nH]2)c1	-0.01	i	-0.7
Cc1ccc(Sc2ncccc2C(=O)NCC(c2ccc(F)cc2)N2CCOCC2)c(C)c1 (configuration not stated)	1	i	-0.8
COc1ccc(NC(=O)Cn2c(=O)n(CC3CCCO3)c(=O)c3ccccc32)c(OC)c1 (configuration not stated)	-0.11	i	0.5
Cc1ccc(C2C(C(=O)c3ccco3)=C(O)C(=O)N2c2ncccn2)cc1 (configuration not stated)	-1.5	i	-1.2
CC(C)CCn1c(SC(C)C(=O)NC2CC2)nc2ccccc2c1=O (configuration not stated)	-0.53	i	0.1
CCC(=O)c1cn(CC(=O)NCc2ccco2)c2ccccc12	-0.7	i	0.9
CC(C)(C)NC(=S)N/N=C\c1ccc(-c2ccc([N+](=O)[O-])cc2)o1	-0.31	i	-1.4
O=C(C1=C[C@H](c2ccc(C(F)(F)F)cc2)C[C@H](OCc2ccc(CO)cc2)O1)N1CCCCCCC1	-0.3	i	-2.4
CN(C)c1ccc(NC(=O)c2ccncc2)c2ccccc12	0.12	i	-0.5
Cc1cccc(Oc2ccccc2N)c1	1.5	i	1.9
CC(NC(=O)c1c(O)c2ccccc2[nH]c1=O)c1ccccc1 (configuration not stated)	0.66	i	-2.3
Cc1nnc(SCc2cccc3ccccc23)n(N)c1=O	-2	i	-0.3
COc1ccc(-c2csc(N(C)C(=O)c3cccs3)n2)cc1	0.15	i	-2.5
O=C1Nc2cc(Cl)c(Cl)cc2N(O)N1c1ccccc1Cl	1	i	-1.4
CCCCOC(=O)Nc1ccc(N2CCOCC2)cc1	0.12	i	-0.5
COc1ccc(C(=O)NNC(=O)c2ccccn2)cc1	-0.3	i	41*
COc1ccc(OCC(=O)N2CCN(C(=O)c3cccc(F)c3)CC2)cc1	2.1	i	2.6
COC(=O)c1cc(C#N)c(SCc2ccccc2)nc1C	-1.6	i	-2.5
COc1cc(NC(=O)CCN2CCN(Cc3ccccc3)CC2)cc(OC)c1	-0.04	i	0.5
Cc1ccc2nc(N(CCCN(C)C)C(=O)c3ccc4c(c3)CCCC4)sc2c1	-4	i	1.9
CCc1cc2c(nc1CC)CCN(CC/C(C)=N/OC[C@H]1O[C@H](c3ccccc3)C=C[C@@H]1Oc1ccc(OC)cc1)C2	0.01	i	x
COc1ccc(NC(=O)NCCCN2CCCC2=O)c(OC)c1	2	i	-0.4
COc1ccc(C2=NNC(c3ccco3)=Nc3ccc(F)cc32)cc1	0.17	i	0.4

(continued)
SMILES	Kir21 inh	KCNQ2 inh	STK33 inh
COc1cccc(CNC(=O)c2ccccc2C(=O)NC(C)(C)C(=O)NCc2cccc(OC)c2)c1	0.56	i	1.0
O=C(COc1ccc(Cl)cc1)Nc1ccccc1N1CCOCC1	-0.47	i	x
COc1ccc(N2C(=O)C3CCCN3C2c2ccccc2F)cc1 (configuration not stated)	0.59	i	-2.0
Clc1nc(-c2ccccc2)ncc1Oc1ccccc1	0.72	i	-0.3
Cn1c(CNC(=O)c2ccco2)nnc1SCC(=O)Nc1cccc(F)c1	0.05	i	0.0
CN(C)C(=O)COC(=O)c1ccccc1OCC(=O)Nc1ccc(SC(F)F)cc1	0.77	i	0.1
c1cc2c(cc1-c1cnc3n1CCC3)OCCO2	0.65	i	3.2
COc1ccc(C=Nc2cccc3c(=O)[nH][nH]c(=O)c23)c2ccccc12	-0.06	i	-1.4
CCOC(=O)Cc1c(Sc2ccccc2)c2cc(C)ccc2n1C	-1.4	i	-0.1
CC(=O)NC12CC3CC(CC(CC(=O)O)(C3)C1)C2	0.11	i	0.6
CCn1cc(C(=O)N2CCN(c3ccc(F)cc3)CC2)c2cc(OC)c(OC)cc2c1=O	-1.4	i	0.1
COc1ccc(NC(=O)c2ccc(COc3ccc(C)cc3)o2)cc1	-0.91	i	-1.1
O=C1C2C3c4ccccc4C(c4ccccc43)C2C(=O)N1Cc1cccnc1 (configuration not stated)	-0.16	i	0.0
Cc1nnc(SCC(=O)Nc2cccc(C(F)(F)F)c2)n1Cc1ccco1	0	i	-1.4
COc1ccc(S(=O)Cc2ccc(C(=O)N3CCN(c4cccc(C)c4C)CC3)o2)cc1 (configuration not stated)	2.5	i	0.3
N#CCC(=O)NCCCc1ccccc1	-1.8	i	-2.3
Cc1ccc2nc(SCC(=O)NCC3CCCO3)c(C#N)cc2c1 (configuration not stated)	-0.84	i	-0.7
CNC(=O)/C(C#N)=C/c1cn(CC(=O)OC)c2ccccc12	-2.6	i	-2.0
Cn1nnc(NC(=O)CSc2ncn[nH]2)n1	-2.7	i	-1.1
COc1ccc(OCc2cc(C(=O)N3CCCN(C(C)=O)CC3)no2)c(Cl)c1	2	i	0.9
COC(=O)c1cc(OC)c(OC)cc1NC(=O)CN1CCCCC1	2	i	-1.7
CC1CCCC(C)N1S(=O)(=O)c1ccc(Cl)cc1 (configuration not stated)	-0.9	i	0.1
Cn1c(=O)c2c(ncn2CC(=O)N/N=C/C=C/c2ccccc2)n(C)c1=O	0.32	i	0.0
COc1ccc(Cl)cc1NC(=O)CSc1nncn1-c1cccnc1	0.04	i	-1.7
O=[N+]([O-])c1cccc(-c2c[n+]3c(n2-c2ccccc2)SCC3)c1	0.14	i	1.3

An excerpt from above in order of SMILES length, ascending.
SMILES	Kir21 inh	KCNQ2 inh	STK33 inh
N#CCC(=O)NCCCc1ccccc1	-1.8	i	-2.3
Cn1nnc(NC(=O)CSc2ncn[nH]2)n1	-2.7	i	-1.1
Clc1nc(-c2ccccc2)ncc1Oc1ccccc1	0.72	i	-0.3
CC(=O)NC12CC3CC(CC(CC(=O)O)(C3)C1)C2	0.11	i	0.6
CCOC(=O)Cc1c(Sc2ccccc2)c2cc(C)ccc2n1C	-1.4	i	-0.1
Cc1ccc2nc(SCC(=O)NCC3CCCO3)c(C#N)cc2c1 (configuration not stated)	-0.84	i	-0.7
COc1ccc(C=Nc2cccc3c(=O)[nH][nH]c(=O)c23)c2ccccc12	-0.06	i	-1.4

(further entries)
SMILES	Kir21 inh	KCNQ2 inh	STK33 inh
Cc1nc2ccccc2n2c(-c3ccccc3)c3c(=O)n(C)c(=O)n(C)c3c12	-0.03	i	-1.6
Cc1ccc2nsnc2c1S(=O)(=O)N(Cc1cc2cccc(C)c2[nH]c1=O)CC1CCCO1 (configuration not stated)	1.1	i	0.2
NC(=O)c1cc2ccccc2oc1=NCc1ccccc1	0.53	i	0.1
COc1ccc(S(=O)(=O)N[C@@H](C)C(=O)OCC(=O)Nc2cc3oc4ccccc4c3cc2OC)cc1	-0.11	i	-1.6
O=C(CCCCCCC(=O)Nc1ccccc1)NO	0.27	i	0.0
CCOC(=O)C1(CCc2ccccc2)CCN(C(=O)C2CCOCC2)CC1	-0.17	i	0.2
CCOC(=O)Cn1ccc(O)c(Cc2ccc(Cl)cc2Cl)c1=O	1.7	i	-1.4
O=C(Cc1ccc(F)cc1)N(c1ccc(F)cc1)C1C=CS(=O)(=O)C1 (configuration not stated)	-1.4	i	-0.1
Cc1ccc(C)c(C(=O)c2c(C)nc3sccn23)c1	-2.8	i	-0.7

Structures listed so far marked active in KCNQ2 inh:
SMILES	Kir21 inh	KCNQ2 inh	STK33 inh
N#CC1=C(N)NC(SCC(=O)c2ccc(Br)cc2)=C(C#N)C12CCCCC2	-1.1	-6.6*	0.0
CCc1ccc(-c2nn(-c3ccccc3)cc2CSC(=N)N)cc1	-11*	-12*	3.4
